Bioassay records from PubChem BioAssay.
Keap1 Nrf2 FP: Keap1-Nrf2 protein-protein interaction inhibitors, primary screen, biochemical, fluorescence polarization, single point. 340,000 compounds, 0.15% hits. Kelch-like ECH-associated protein 1 (Homo sapiens), Q14145. inhibition, % at 9.4 µM. Keap1 Kelch-Nrf2 peptide fluorescence polarization, 1536-well. AID 504523, 2011; in the data active = inhibition above about 12%; inconclusive = no clear call, values can overlap the other calls; inactive = below about 7.3%;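 also: human Keap1 Kelch domain with fluorescein labeled Nrf2 9mer peptide probe; 0% = neutral control wells and 100% = peptide positive control; higher means more block of Keap1 binding to Nrf2 peptide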
Arr AP2 block: inhibitors of beta-arrestin/AP2 binding, primary screen, biochemical, GPCR trafficking, flow cytometry; beta-arrestin 1 C-terminal peptide binding to AP2 beta2-adaptin appendage (human); FITC-arrestin peptide / GST-AP2 beads; AP2 beta2 appendage carries R879A mutation; inhibition, % at 10 µM; 340,000 compounds, 0.31% hits;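 active = inhibition above a set limit, near 3 SD of compounds lacking own fluorescence, cut at about 54% in these data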;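 also: plate controls were DMSO wells for no effect and 5 µM unlabelled arrestin peptide for full effect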
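Material – AP2 appendage R879A on GSH beads · Buffer or medium – PBS with 0.05% Tween 20 and 0.1% BSA · Probe or stimulus – fluorescein-tagged arrestin peptide at 50 nM final · Incubation – compound with beads 12 min RT, then probe 1 h RT · Detection – high-throughput flow cytometry of beads, ex 488, em 535 nm · Evaluation – percent response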
DAGLB inh: DAGLB lipase inhibitors, primary screen, biochemical, fluorescence, HTS | 340,000 compounds, 0.059% hits | HEK293T DAGLB membrane lysate, EnzChek fluorogenic substrate | Diacylglycerol lipase-beta (Homo sapiens), Q8NCG7 | inhibition, % at 5.17 µM; in the data active = inhibition above about 34%;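 also: 0% = enzyme with vehicle and 100% = wells lacking enzyme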
C-LANA FP: inhibitors of KSHV C-LANA binding to DNA, primary screen, biochemical, fluorescence polarization, FAM-LBS DNA, MBP-C-LANA, single point; Kaposi's sarcoma herpesvirus LANA C-terminal domain (residues 932-1162) DNA binding; inhibition, % at 9 µM; 340,000 compounds, 0.078% hits;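 active = highest replicate inhibition at or above 60% at 9 µM, even if other replicates fall short; inactive = all replicates below 60% inhibition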;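 also: 0% = neutral control wells and 100% = 4 µM acridine orange control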
PKA-R2B activ: activators of PKA-R2B holoenzyme, primary screen, biochemical, fluorescence polarization, Cy5-IP20, human; cAMP-dependent protein kinase catalytic subunit beta (Homo sapiens) + cAMP-dependent …; PKA-R2B holoenzyme dissociation; R2B truncated from residue 108, S112A mutant; 0% DMSO only, 100% 113 µM cGMP; activation, % at 11.4 µM; 340,000 compounds, 0.079% hits; AID 504700, 2011;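 active = activation above a cutoff set at the mean over all compounds plus 3 SD, cut at about 18% in these data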;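 also: higher means more holoenzyme dissociation and a rise in polarization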
NSD2 HMT inh: NSD2 histone methyltransferase inhibitors, primary screen, biochemical, AlphaScreen, single concentration, set 2; inhibition, % at 12.5 µM; AID 743445, 2014; 310,000 compounds, 0.54% hits; Histone-lysine N-methyltransferase NSD2 (Homo sapiens), O96028; NSD2 peptide methylation, 120 min; in the data active = inhibition above about 50%
Target sequence (O96028 whole entry, looked up): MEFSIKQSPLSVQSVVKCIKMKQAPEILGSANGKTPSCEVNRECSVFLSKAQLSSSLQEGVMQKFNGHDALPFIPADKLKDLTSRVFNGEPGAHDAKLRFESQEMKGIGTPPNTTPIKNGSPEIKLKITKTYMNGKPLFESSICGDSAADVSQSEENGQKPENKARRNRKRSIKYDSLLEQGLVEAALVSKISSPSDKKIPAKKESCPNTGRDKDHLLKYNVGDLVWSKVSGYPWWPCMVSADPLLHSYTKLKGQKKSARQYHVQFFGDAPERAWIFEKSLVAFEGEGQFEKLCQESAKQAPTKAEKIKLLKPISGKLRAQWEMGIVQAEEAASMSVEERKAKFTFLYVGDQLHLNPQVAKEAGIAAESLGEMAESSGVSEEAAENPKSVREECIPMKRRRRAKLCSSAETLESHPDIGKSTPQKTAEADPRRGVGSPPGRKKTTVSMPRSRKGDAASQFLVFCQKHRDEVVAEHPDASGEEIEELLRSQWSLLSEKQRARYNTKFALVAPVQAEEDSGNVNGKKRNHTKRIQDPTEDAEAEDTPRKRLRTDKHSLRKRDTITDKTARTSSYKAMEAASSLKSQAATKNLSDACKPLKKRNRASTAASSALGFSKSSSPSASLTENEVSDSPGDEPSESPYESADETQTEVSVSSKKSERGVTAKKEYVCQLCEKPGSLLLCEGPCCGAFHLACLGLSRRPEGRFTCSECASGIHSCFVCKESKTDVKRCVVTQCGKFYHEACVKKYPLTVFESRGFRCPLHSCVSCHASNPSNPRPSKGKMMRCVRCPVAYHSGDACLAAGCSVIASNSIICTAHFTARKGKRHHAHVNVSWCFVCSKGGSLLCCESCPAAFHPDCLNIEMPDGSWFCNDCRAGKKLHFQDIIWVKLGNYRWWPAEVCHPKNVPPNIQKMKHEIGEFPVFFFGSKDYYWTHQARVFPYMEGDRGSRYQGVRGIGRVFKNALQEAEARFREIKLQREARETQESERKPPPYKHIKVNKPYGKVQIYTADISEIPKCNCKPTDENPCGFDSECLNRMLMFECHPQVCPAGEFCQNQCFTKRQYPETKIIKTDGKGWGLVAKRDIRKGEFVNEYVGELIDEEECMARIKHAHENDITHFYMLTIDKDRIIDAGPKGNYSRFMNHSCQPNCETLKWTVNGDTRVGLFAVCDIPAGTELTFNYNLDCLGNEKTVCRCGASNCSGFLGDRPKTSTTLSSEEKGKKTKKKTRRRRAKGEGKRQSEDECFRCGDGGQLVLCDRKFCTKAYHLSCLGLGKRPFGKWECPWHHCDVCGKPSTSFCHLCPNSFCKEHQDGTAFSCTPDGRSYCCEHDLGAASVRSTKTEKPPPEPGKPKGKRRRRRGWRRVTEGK
RTF Ca sens inh: cardiac RTF calcium sensitivity inhibitors, primary screen, biochemical, IANBD-TnC fluorescence, EC70 calcium; AID 493244, 2011; inhibition, % at 7.15 µM; IANBD-labeled cardiac RTF, Ca2+ fluorescence; Troponin I, cardiac muscle (Homo sapiens) + Troponin T, cardiac muscle (Homo sapiens) + …; 340,000 compounds, 0.12% hits;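 active = inhibition above the mean inhibition of all tested compounds plus 3 SD, cut at about 17% in these data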;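 also: assay run at fixed EC70 calcium of 1.6 mM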
SR-BI HDL uptake: inhibitors of SR-BI mediated HDL lipid uptake, primary screen, ldlA[mSR-BI] cells, fluorescence, single point | inhibition, % at 12.5 µM | ldlA[mSR-BI] CHO cells, DiI-HDL uptake fluorescence, 3 h | 320,000 compounds, 0.96% hits | Scavenger receptor class B member 1 (Mus musculus), Q61009;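 active = mean replicate inhibition of at least 70% and a set share of replicates each scoring 70 or more; inconclusive = meets just one of the two criteria; inactive = fails both criteria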;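 also: 0% = median of neutral control wells and 100% = median of positive control wells; values of inactives mirror those of a sister screen read the other way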
PvdQ acylase: P. aeruginosa PvdQ acylase inhibitors, primary screen, biochemical, fluorescence, plate reader and imaging, single point. PvdQ acylase [Pseudomonas aeruginosa LESB58]. purified PvdQ acylase. inhibition, % at 10 µM. 340,000 compounds, 0.063% hits. AID 488965, 2010; in the data active = inhibition above about 30%, passing the limit was not always enough; inconclusive = no clear call, values can overlap the other calls;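 also: 0% = vehicle neutral wells and 100% = reference inhibitor wells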
SR-BI DiI-HDL act: activators of SR-BI mediated DiI-HDL uptake, primary screen, ldlA[mSR-BI] CHO cells, DiI fluorescence; 320,000 compounds, 0.096% hits; AID 504775, 2011; activation, % at 12.5 µM; 3 h; 100 = double the neutral-control signal;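 active = mean replicate activation of at least 60% and every replicate at or above 60%; inconclusive = mean or all-replicate condition met, but not both; inactive = mean below 60% and not all replicates reaching 60%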;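 also: 0% = median plate neutral-control signal and 100% = twice that signal; values of inactives mirror those of a sister screen read the other way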
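Test system: SR-BI-overexpressing, LDLR-lacking CHO cells. Measured by: DiI fluorescence, bottom read. Medium: Ham's F12 with 0.5% BSA, HEPES 25 mM, pH 7.4. Timing: 3 h uptake period with compound, 37 °C.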
* marks the source's active call; other numbers are inactive results; ? = inconclusive; . = not tested or not shown.

SMILES | Keap1 Nrf2 FP | Arr AP2 block | DAGLB inh | C-LANA FP | PKA-R2B activ | NSD2 HMT inh | RTF Ca sens inh | SR-BI HDL uptake | PvdQ acylase | SR-BI DiI-HDL act
CCCCCCn1c(N2CCCC2)nc2c1c(=O)[nH]c(=O)n2C | -4 | 34 | 1 | 0.1 | -5 | -2 | -2 | 5 | 0 | -5
CC(C)n1nc(C(=O)OCC(=O)N2CC(=O)Nc3ccccc32)c2ccccc2c1=O | 1 | -31 | -1 | -0.3 | -6 | -3 | 4 | 23 | -11 | -23
Nc1c2c(nc3c1CCCC3)CCCC2 (tested in a mixture with another compound) | -3 | 7 | 0 | 0.8 | -4 | -1 | 0 | -8 | 11 | 8
CCCn1nnc(NC(=O)c2cc3ccccc3o2)n1 | -2 | 2 | 0 | 0.3 | 1 | 1 | -9 | 6 | -10 | -6
C=C(C)CSC1=C(C#N)C(c2ccccc2Cl)CC(=O)N1 (configuration not stated) | 0 | -15 | 3 | 0.6 | -1 | -3 | -5 | -14 | -5 | 14
O=C(CN1C(=O)NC2(CCCc3ccccc32)C1=O)N1CCN(C(=O)c2ccco2)CC1 (configuration not stated) | 4 | 3 | 2 | -0.3 | 0 | 1 | -9 | -9 | -11 | 9
COc1ccc2c(c1)CCCC21NC(=O)N(CC(=O)N2CC(C)OC(C)C2)C1=O (configuration not stated) | -1 | 4 | -3 | 1.5 | 4 | . | -6 | -7 | 3 | 7
CCO[C@H]1c2c(ccc3ccc(=O)oc23)OC(C)(C)[C@@H]1O | -1 | 25 | -4 | 1.7 | -10 | . | 0 | -15 | 7 | 15
Cc1ccc(-n2cc(CN3CCC(CO)(Cc4cccc(C(F)(F)F)c4)CC3)cn2)cc1 | -5 | -3 | 1 | 0.6 | -2 | 1 | -3 | 10 | 0 | -10
CCCCCCSC1=C(C#N)C(c2ccccc2)CC(=O)N1 (configuration not stated) | -2 | 25 | -1 | 0.5 | 2 | . | 1 | 10 | 7 | -10
O=C(OCC(=O)N1CCCC1)c1c2c(nc3ccccc13)CCCCC2 | -1 | 2 | 0 | -1.5 | -3 | 0 | 0 | 41 | -17 | -41
C#CCOc1c(Br)cc(/C=C2/C(=O)ON=C2C)cc1OCC | -3 | -6 | 0 | 0.4 | -1 | 11 | -2 | -8 | -9 | 8
CCCC[C@H]1C2=C3[C@@H](CC(C(=O)OC)=C[C@@H](C(=O)OC)[C@H]3C(C)(C)C2=O)n2c(=O)n(-c3ccccc3)c(=O)n21 | 4 | -3 | 0 | 5.2 | -15 | . | -5 | -14 | -12 | 14
Fc1ccc(CNCc2ccco2)cc1 | 2 | -5 | -4 | -2.7 | 1 | 5 | -5 | 29 | -10 | -29
CCCn1c(=O)c2ccccc2n2c(=S)[nH]nc12 | -6 | -18 | -3 | -2.0 | 2 | 3 | -2 | 1 | -14 | -1

6 compounds already listed, arranged by formula weight, ascending.
SMILES | Keap1 Nrf2 FP | Arr AP2 block | DAGLB inh | C-LANA FP | PKA-R2B activ | NSD2 HMT inh | RTF Ca sens inh | SR-BI HDL uptake | PvdQ acylase | SR-BI DiI-HDL act
Nc1c2c(nc3c1CCCC3)CCCC2 (tested in a mixture with another compound) | -3 | 7 | 0 | 0.8 | -4 | -1 | 0 | -8 | 11 | 8
Fc1ccc(CNCc2ccco2)cc1 | 2 | -5 | -4 | -2.7 | 1 | 5 | -5 | 29 | -10 | -29
CCCn1c(=O)c2ccccc2n2c(=S)[nH]nc12 | -6 | -18 | -3 | -2.0 | 2 | 3 | -2 | 1 | -14 | -1
C=C(C)CSC1=C(C#N)C(c2ccccc2Cl)CC(=O)N1 (configuration not stated) | 0 | -15 | 3 | 0.6 | -1 | -3 | -5 | -14 | -5 | 14
O=C(OCC(=O)N1CCCC1)c1c2c(nc3ccccc13)CCCCC2 | -1 | 2 | 0 | -1.5 | -3 | 0 | 0 | 41 | -17 | -41
COc1ccc2c(c1)CCCC21NC(=O)N(CC(=O)N2CC(C)OC(C)C2)C1=O (configuration not stated) | -1 | 4 | -3 | 1.5 | 4 | . | -6 | -7 | 3 | 7

(list continues)
SMILES | Keap1 Nrf2 FP | Arr AP2 block | DAGLB inh | C-LANA FP | PKA-R2B activ | NSD2 HMT inh | RTF Ca sens inh | SR-BI HDL uptake | PvdQ acylase | SR-BI DiI-HDL act
CSc1ncc(C(=O)O)n1-c1ccc(F)cc1 | -1 | 10 | -3 | 1.0 | -4 | -1 | -3 | 13 | 5 | -13
COc1ccccc1CNC(=O)c1cc(-c2ccccc2)nn1Cc1cc(C)no1 | -2 | 0 | -3 | 1.2 | 12 | . | -3 | 17 | -14 | -17
O=C(CN1C(=O)/C(=C\c2ccc(F)cc2)Oc2ccccc21)NCc1ccco1 | 1 | 2 | -2 | -2.3 | -2 | -1 | -7 | -1 | -10 | 1
COc1ccc(Nc2nc(-c3ccccc3)c(C(=O)Nc3cccnc3)s2)cc1 | -2 | -3 | 0 | -2.8 | 0 | -2 | -3 | 41 | -12 | -41
O=C(COc1ccc2ccccc2c1)Nc1ccncc1 | -1 | -3 | -2 | -0.2 | -10 | . | 0 | -9 | -8 | 9
CC(O)CNCCCCOc1ccc(OCc2ccccc2)cc1 (configuration not stated) | -3 | 10 | 2 | -1.3 | 1 | 15 | -2 | -32 | -9 | 32
C=CCOc1ccc2ccccc2c1CNn1c(C)n[nH]c1=S | 2 | -5 | 1 | 1.7 | 0 | -2 | -5 | 36 | -5 | -36
O=C(Nc1ccccc1N1CCN(c2ccc(F)cc2)CC1)C1CCCCC1 | -4 | 29 | -3 | 0.8 | -8 | 3 | -11 | -4 | 23 | 4
FC(F)(F)c1ccc2c(c1)n(Cc1ccccc1)c1[n+]2CCCCC1 | -3 | 37 | -8 | -0.8 | -12 | 1 | -11 | 8 | -5 | -8
Cc1cccc(NC(=O)N2CCc3ccccc3C2)c1C | -4 | 0 | 0 | 0.1 | 4 | -1 | -12 | 9 | -7 | -9
CCCc1[nH]nc2c1C(c1ccc(OC(=O)N3CCOCC3)c(OC)c1)C(C#N)=C(N)O2 (configuration not stated) | -1 | -5 | 4 | -1.0 | -1 | 0 | -17 | 4 | 0 | -4
CN(C)c1nc(OCCOC(=O)Nc2ccc(Cl)cc2Cl)nc(N(C)C)n1 | 4 | 30 | -10 | 1.8 | 2 | 0 | 1 | 9 | 2 | -9
O=C(N/C(=C/C=C/c1ccccc1)C(=O)N1CCCCC1)c1ccc([N+](=O)[O-])cc1 | -2 | 1 | -2 | 0.2 | -13 | -2 | -11 | 10 | -12 | -10
COc1ccc2c(c1)cc(C(=O)N[C@@H](Cc1ccccc1)C(=O)O)n2C | 0 | -2 | 2 | -2.8 | -10 | -4 | -8 | 1 | -4 | -1
C/C=C/Cn1c(Br)nc2c1c(=O)n(C)c(=O)n2C | 2 | 4 | 0 | 0.7 | 3 | -5 | -3 | -5 | -13 | 5
COc1ccc(OC)c(S(=O)(=O)N(C)CC(=O)O)c1 | -4 | 0 | -3 | 0.4 | 1 | 0 | 1 | -32 | -14 | 32
CCN(CC)S(=O)(=O)c1ccc(C)c(NC(=O)CN2CCN(Cc3ccccc3)CC2)c1 | -3 | 6 | -1 | 0.3 | -6 | . | -9 | . | -14 | .
CCCCCN(C(=O)COC(=O)CSc1ccc([N+](=O)[O-])cc1)c1c(N)n(CCCC)c(=O)[nH]c1=O | 1 | -1 | 7 | -0.4 | -13 | 1 | -4 | 34 | 7 | -34
CCOc1ccccc1NC(=S)N1CCC(NC(=O)NC23CC4CC(CC(C4)C2)C3)CC1 | 0 | 22 | -3 | 0.1 | 6 | . | -8 | 57 | ? | -57
O=C(CNC(=S)NC(=O)c1cccs1)c1ccccc1 | -7 | -1 | -5 | -1.2 | -2 | -1 | 0 | 0 | -5 | 0
Cc1cc(C)c(-c2c(O)c3cccc4c3n(c2=O)CCC4)c(C)c1 | -1 | 1 | -2 | 1.0 | 0 | 6 | -5 | -35 | -15 | 35
CC(C)CNC(=O)NC(=O)COC(=O)Cn1cnc2ccccc2c1=O | -4 | -9 | 2 | 0.9 | -9 | -2 | -4 | -19 | -11 | 19
CN1CCN(C2=NC3(CCCC3)C(C#N)C(=O)N2)CC1 (configuration not stated) | 3 | 28 | 3 | 0.2 | 8 | . | 10 | -18 | 2 | 18
CC(/C=N/NC(=O)CSc1nc(C)cc(C)n1)=C\c1ccccc1 | -2 | 1 | -1 | 2.0 | 1 | 3 | -22 | -2 | -3 | 2
COc1ccc(S(=O)(=O)N2CCOCC2)cc1NC(=O)[C@@H]1CCCN1C(=O)c1cccs1 | 1 | -22 | -1 | 1.7 | 0 | 1 | -4 | 2 | 0 | -2
Cc1cccc(C)c1NC(=O)CNC(=O)C(NC(=O)c1ccc(C(C)(C)C)cc1)C(C)C (configuration not stated) | 0 | -6 | -5 | 0.3 | -4 | -1 | -22 | -13 | -8 | 13

Entries of single compounds, looked up by structure.
`COc1ccc(S(=O)(=O)N2CCOCC2)cc1NC(=O)[C@@H]1CCCN1C(=O)c1cccs1` is entered as Keap1 Nrf2 FP: 1; Arr AP2 block: -22; DAGLB inh: -1; C-LANA FP: 1.7; PKA-R2B activ: 0; NSD2 HMT inh: 1; RTF Ca sens inh: -4; SR-BI HDL uptake: 2; PvdQ acylase: 0; SR-BI DiI-HDL act: -2
`CCN(CC)S(=O)(=O)c1ccc(C)c(NC(=O)CN2CCN(Cc3ccccc3)CC2)c1` is entered as Keap1 Nrf2 FP: -3; Arr AP2 block: 6; DAGLB inh: -1; C-LANA FP: 0.3; PKA-R2B activ: -6; NSD2 HMT inh: .; RTF Ca sens inh: -9; SR-BI HDL uptake: .; PvdQ acylase: -14; SR-BI DiI-HDL act: .
